Bioassay records as filed in PubChem BioAssay.
PLAP activator: human PLAP activation; P05187; activation fold at 20 µM; hit rate 1.2% among 96,000; purified PLAP enzyme, luminescent substrate read-out; hits give high values; in the data active means activation fold above about 2
Target sequence (P05187 whole entry, looked up): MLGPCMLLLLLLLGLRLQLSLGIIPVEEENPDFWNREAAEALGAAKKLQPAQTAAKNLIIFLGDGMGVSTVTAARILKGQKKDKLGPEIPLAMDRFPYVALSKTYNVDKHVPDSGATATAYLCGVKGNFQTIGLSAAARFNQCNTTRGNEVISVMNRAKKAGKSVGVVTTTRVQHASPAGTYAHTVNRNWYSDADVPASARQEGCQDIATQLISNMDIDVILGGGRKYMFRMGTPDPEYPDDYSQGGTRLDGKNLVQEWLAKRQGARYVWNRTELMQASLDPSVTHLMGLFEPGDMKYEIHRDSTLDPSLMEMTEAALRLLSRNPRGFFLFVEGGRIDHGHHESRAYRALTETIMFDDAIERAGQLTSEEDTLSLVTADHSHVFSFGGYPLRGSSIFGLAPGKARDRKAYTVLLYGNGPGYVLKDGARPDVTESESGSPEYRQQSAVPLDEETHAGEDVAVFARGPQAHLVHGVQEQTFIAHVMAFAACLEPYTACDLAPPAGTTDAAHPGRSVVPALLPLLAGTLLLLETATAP
sEH act: activators of human soluble epoxide hydrolase; purified human sEH enzymatic activity, activator screen; P34913; hit rate 0.04% among 91,000; activation, % at 2 µM; in the data active means activation above about 37%; further: values of inactives mirror those of a sister screen read the other way
sEH inhibitor: blocks human soluble epoxide hydrolase activity | P34913 | recombinant human sEH enzymatic activity assay | inhibition, % at 2 µM | hit rate 0.34% among 91,000; in the data active means inhibition above about 80%; further: values of inactives mirror those of a sister screen read the other way; many of its hits are not listed in these tables
Mac1 fbg inh: blocks human CD11b/CD18 adhesion to fibrinogen | hit rate 0.54% among 93,000 | K562 CD11b/CD18 adhesion to fibrinogen, ATPlite luminescence; Mn2+ added to activate the integrin | inhibition, % at 10 µM;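 active means primary inhibition of 50% or more at 10 µM, then 40% or more on retest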; further: some results filed as inactive read as strong as hits
S1P2 antag: S1P2 (human) receptor antagonism; AID 736; inhibition, % at 5 µM; cell-based S1P2 antagonist assay, inhibition at 5 uM; O95136; hit rate 0.21% among 97,000; in the data active means inhibition above about 45%;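 further: CRE beta-lactamase reporter cells expressing human S1P2 stimulated with S1P; 0% = agonist at EC80 alone and 100% = agonist plus reference antagonist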
Target sequence (O95136 whole entry, looked up): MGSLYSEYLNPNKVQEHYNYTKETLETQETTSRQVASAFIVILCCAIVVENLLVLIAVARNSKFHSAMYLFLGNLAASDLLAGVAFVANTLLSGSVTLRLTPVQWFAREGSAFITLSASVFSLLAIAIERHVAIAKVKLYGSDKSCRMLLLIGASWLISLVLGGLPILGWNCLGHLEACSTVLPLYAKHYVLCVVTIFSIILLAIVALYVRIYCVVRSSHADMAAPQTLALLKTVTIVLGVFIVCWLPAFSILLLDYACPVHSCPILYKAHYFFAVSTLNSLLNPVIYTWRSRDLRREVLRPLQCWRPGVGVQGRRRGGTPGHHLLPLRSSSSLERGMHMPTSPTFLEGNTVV
PostGolgi yeast: growth inhibition of a yeast mutant, post-Golgi transport screen. hit rate 0.9% among 98,000. post-Golgi transport phenotypic cell assay. inhibition, % at 10 µM. AID 739;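 further: yeast cells grown in 1536-well plates; yeast grown about 18 h at 30C before absorbance read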
E coli WT exp: growth inhibitors of E. coli BW25113 wild type. hit rate 0.15% among 98,000. growth inhibition, % at 100 µM. OD600 absorbance;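 active means growth inhibition above about 50% at one test dose, limit read from the data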;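 further: growth measured after 20 h incubation at 37 °C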
PostGolgi ctrl: growth of the yeast control strain, post-Golgi counter-screen; AID 738; inhibition, % at 10 µM; hit rate 5% among 98,000; efflux-deficient yeast background strain, growth absorbance A615, 16 h
S1P2 agonist: agonists of human S1P2 receptor | S1P2-expressing cell line, agonist reporter read-out | activation, % at 4.5 µM | hit rate 0.46% among 97,000 | AID 729; in the data active means activation above about 16%;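 further: 0% = vehicle low control and 100% = maximal reference agonist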
Numbers without * were called inactive; / = not tested or not shown. Unless noted, no stated cut-off is given here; in the data, active means inhibition above about 30%; inactive means the rest.

Molecule	PostGolgi ctrl	E coli WT exp	sEH act	PLAP activator	sEH inhibitor	S1P2 agonist	PostGolgi yeast	Mac1 fbg inh	S1P2 antag
CCOC(=O)c1cnc(-n2nc(C)cc2C)nc1NC	-3.1	12.0	-1.3	1.6	0.0	-6.4	4.4	35.5	11.3
CCOc1ccc(/C=N/NC(=O)COc2ccccc2-c2ccccc2)cc1	15.7	-3.0	-5.1	1	7.3	-4.1	5.3	/	5.6
Cc1csc(Sc2nc3c(c(=O)[nH]c(=O)n3C)n2Cc2ccccc2Cl)n1	19.2	-10.0	21.3	1	-21.8	-2.5	-5.2	1.2	-0.3
COc1ccc(/C=N/n2cnnc2)cc1COc1ccccn1	-1.5	1.0	0.7	1	0.8	-4.4	6.0	4.1	11.0
CCOC(=O)c1c(C)n(C)c2ccc(OCC(O)CN(CC)CC)cc12 (stereo not drawn)	5.5	-5.0	-0.1	1.2	0.7	-4.6	-3.8	-2.5	11.3
COCCCNC(=O)c1ccc2c(=O)n(Cc3ccc4c(c3)OCO4)c(=S)[nH]c2c1	-3.5	-9.0	-55.8	1	57.0	-4.5	-5.2	-13.8	-25.7
COc1ccc(-c2nnn(CC(=O)N(Cc3ccccc3Cl)C(C(=O)NCC3CCCO3)c3ccco3)n2)cc1 (stereo not drawn)	-3.1	-7.0	7.8	0.9	-3.5	-7.2	-6.2	/	10.5
CCCn1c(SCC(=O)Nc2nc(C)c(C(=O)OC)s2)nnc1C(C)C	15.0	0.0	6.0	1.4	-8.6	3.5	-0.3	5.3	17.6
N#Cc1cc(-c2ccc(Cl)cc2)cn(Cc2c(Cl)cccc2Cl)c1=O	1.5	1.0	/	1	/	-8.3	-10.2	/	7.7
Cc1ccc2c(Cl)cc(Cl)c(OCc3c(C)noc3C)c2n1	6.3	-9.0	12.8	0.9	-10.6	-1.5	2.5	-2.0	-15.1
COc1cccc(/C(O)=C2/C(=O)C(=O)N(CCCN3CCOCC3)C2c2ccncc2)c1 (stereo not drawn)	-4.4	3.0	-4.7	0.9	4.4	1.2	9.0	-14.3	-7.0
COc1ccc(C(=O)Cn2nnc(-c3ccccc3NC(=O)C3CCCCC3)n2)cc1	9.2	-6.0	-4.9	1.2	2.6	-3.5	14.5	6.2	-13.2

Just PostGolgi yeast, PLAP activator and S1P2 agonist, for some of the entries so far:
Structure | PostGolgi yeast | PLAP activator | S1P2 agonist
CCOC(=O)c1cnc(-n2nc(C)cc2C)nc1NC | 4.4 | 1.6 | -6.4
CCOc1ccc(/C=N/NC(=O)COc2ccccc2-c2ccccc2)cc1 | 5.3 | 1 | -4.1
Cc1csc(Sc2nc3c(c(=O)[nH]c(=O)n3C)n2Cc2ccccc2Cl)n1 | -5.2 | 1 | -2.5
COc1ccc(/C=N/n2cnnc2)cc1COc1ccccn1 | 6.0 | 1 | -4.4
CCOC(=O)c1c(C)n(C)c2ccc(OCC(O)CN(CC)CC)cc12 (stereo not drawn) | -3.8 | 1.2 | -4.6

Next part.
Molecule	PostGolgi ctrl	E coli WT exp	sEH act	PLAP activator	sEH inhibitor	S1P2 agonist	PostGolgi yeast	Mac1 fbg inh	S1P2 antag
CC(OC(=O)c1cc2sccc2n1C)C(=O)NCc1ccc(F)cc1 (stereo not drawn)	12.0	2.0	4.8	0.9	-1.1	-4.1	-4.1	-24.0	16.1
COC(=O)c1ccccc1NC(=O)C1CCCN(c2nnc(-n3cccc3)s2)C1 (stereo not drawn)	17.2	-3.0	/	1.3	/	/	16.3	-11.5	/
Cn1nnc2cc(C(=O)NCCC3=CCCCC3)ccc21	-2.6	5.0	-18.0	1	22.3	-9.2	-0.6	2.6	-0.7
Cc1ccccc1OCC(=O)OCC(=O)c1ccc(OC(=O)c2ccccc2)cc1	6.4	-9.0	16.2	0.9	-16.1	-3.0	1.9	2.0	3.7
O=c1oc2ccccc2c2c1ncn2-c1ccccc1	17.7	0.0	15.1	0.9	-12.2	-2.9	0.5	6.6	-30.3
COC(=O)CN1C(=O)C2(C(C#N)=C(N)Oc3c2c(C)nn3-c2ccccc2)c2ccccc21 (stereo not drawn)	5.8	-5.0	3.5	/	-2.2	-3.8	6.4	/	-8.2
COCCN(CCOC)C(=O)c1cc2sc3ccccc3c2s1	0.6	8.0	9.1	1.5	-9.6	-3.3	-9.8	-3.5	3.5
CC(C)C(OC(=O)c1cccs1)C(=O)NC1CCCCC1 (stereo not drawn)	/	/	8.0	/	-8.3	-2.8	/	/	-37.5
O=C(CCC(=O)N1CCCC1)Nc1nnc(C2CCCCC2)s1	-4.4	5.0	-8.3	1.2	7.9	-3.5	-5.8	3.7	-4.6
CC1=C(C#N)C(=O)NC(C)(C)C1	36.6*	-1.0	2.4	0.9	-1.1	-8.8	1.1	-16.3	-5.7
CNC(=O)c1c(O)c2cccc3c2n(c1=O)CC3	/	/	-10.7	/	13.6	0.5	/	/	-0.6
CC1Cc2ccccc2N1C(=O)CSc1nnnn1-c1ccc2c(c1)OCCO2 (stereo not drawn)	12.2	-12.0	-8.1	1	6.3	-6.3	-0.6	-1.4	-6.5
CCCn1cc(NC(=O)C2CC(c3cccc(Br)c3)=NO2)cn1 (stereo not drawn)	5.3	14.0	-9.9	1.1	10.5	-2.1	-0.9	10.7	11.2
COCc1nnc(NC(=O)CS(=O)(=O)Cc2ccccc2)s1	-3.2	4.0	3.9	1.2	-2.4	-5.3	3.1	/	-1.2
CSc1nc2ccccc2n1Cc1cccc(F)c1	16.2	8.0	9.3	0.9	-15.4	-1.2	-2.0	-25.8	-20.2
COC(CNC(=O)c1ccc2c(c1)nc(C)n2-c1ccc(F)c(F)c1)OC	/	/	-5.3	/	6.5	-6.0	/	/	13.2
CCOc1ccc(N(CC(=O)Nc2ccc(OC)cc2)S(=O)(=O)c2c(C)noc2C)cc1	-8.2	3.0	1.4	1	0.9	-2.4	-8.1	-8.0	-15.0
O=C(NCCCN1CCOCC1)c1ccc(CS(=O)(=O)Cc2ccc(Cl)cc2)o1	-5.7	11.0	-9.1	0.9	11.4	-5.4	6.0	-36.4	15.7
CCc1nnc(NC(=O)CSc2nnc(COc3ccccc3)n2Cc2ccccc2)s1	1.7	-1.0	13.1	1.2	-15.3	-4.6	7.9	/	1.9
CCN(CC)S(=O)(=O)c1ccc(C2CNC(=O)C2)cc1 (stereo not drawn)	0.3	5.0	13.6	1	-13.9	-5.8	-1.8	-7.6	-1.0
CC1N/C(=C\C(=O)c2ccccc2)N(O)C1(C)C (stereo not drawn)	5.3	-3.0	1.0	1	-1.5	-2.0	-1.4	3.1	1.4
CSc1nc(SCC(=O)NCc2ccco2)c2c3c(sc2n1)CN(C)CC3	7.6	2.0	/	/	/	-4.5	1.1	/	6.0
COc1cc(C2C(C#N)=C(N)Oc3c2ccc2ccccc32)ccc1OCC(=O)Nc1ccccc1C (stereo not drawn)	15.1	-16.0	-4.5	1.4	6.4	-3.5	-5.9	/	19.8
CCn1cc(CNC(=O)CCSc2nc(-c3ccco3)cc(C(F)(F)F)n2)cn1	9.2	4.0	-23.5	0.9	25.0	-4.4	-0.2	-3.1	-0.1
O=C1C2C3c4ccccc4C(c4ccccc43)C2C(=O)N1c1cccc2cccnc12 (stereo not drawn)	6.3	6.0	-2.8	1	5.5	-2.7	1.1	/	21.3
Cc1ccccc1OCCCC(=O)Nc1ccc(Br)cc1	10.0	-4.0	-92.6	0.8	92.6*	-8.5	-2.2	-20.9	10.0
C/C(=C\C(=O)c1ccc(Cl)cc1)NCc1ccc2c(c1)OCO2	9.1	4.0	-8.8	1	12.5	-1.9	-5.8	14.1	-26.9
Cc1nn(-c2ccc(Cl)c(Cl)c2Cl)c(=O)c2ccccc12	29.4	-10.0	10.0	0.8	-7.6	-6.2	-9.2	5.5	-1.6
COC(=O)c1scc(C)c1N/N=C(\C)c1ccc(F)cc1F	-3.2	-20.0	12.4	0.8	-13.4	-4.7	-9.4	-30.1	-8.9
CCCc1cc(=O)[nH]c(SCc2cccnc2)n1	/	/	-0.9	/	6.0	-3.5	/	/	-35.6
COc1ccc(C(=O)Nn2cnnc2)cc1	-7.2	1.0	-3.8	1	4.0	-6.3	7.6	-14.0	3.0
O=S(=O)(c1ccc(F)c(Cl)c1)N1CCCC1	1.7	7.0	-4.1	1	2.0	-5.3	-3.9	-19.5	0.9
COc1ccc(NC(=O)CSc2nc3c(c(-c4cccs4)c2C#N)CN(C)CC3)cc1OC	3.5	1.0	-6.5	1.4	8.4	-0.6	-0.8	/	-2.5
Cc1ccc(CO/N=C/C2=C(Cl)c3ccccc3CC2)cc1	1.9	2.0	6.9	0.9	-5.8	-5.1	-3.6	-2.1	-32.9
O=C(NCc1ccc2c(c1)OCO2)c1ccc(C2SCC(=O)N2Cc2ccco2)cc1 (stereo not drawn)	5.4	-4.0	-36.6	1.7	38.6	-0.5	-1.9	32.0	-3.2
Cc1ccc(P(=O)(CC(=O)O)c2ccc(C)cc2)cc1	12.1	5.0	5.5	1.3	-6.1	-0.5	3.2	-9.6	-8.2
Cc1c(=O)n(OCc2ccccn2)c2ccccc2[n+]1[O-]	24.5	6.0	-4.9	0.8	3.2	-1.1	17.9	-6.6	-13.4
CNc1oc(-c2ccc(C)cc2)nc1P(=O)(c1ccccc1)c1ccccc1	25.6	4.0	3.7	1	-3.0	1.3	6.0	/	-9.7
CCOC(=O)N1CCC2(CC1)C(C#N)=C(N)Oc1c2sc2nc(C)cc(C)c12	55.1*	-3.0	1.1	0.9	1.3	-0.6	10.1	-3.5	-8.4
CCCN(CCC)CCCNC(=O)c1cn(CCOC)c(=O)c2c1c1ccccc1n2C	4.0	5.0	1.2	1.5	-3.0	-1.1	17.0	5.8	1.6
Cc1nc2cc(N3CCN(C)CC3)c(NC(=O)Cc3ccccc3)cc2c(=O)n1Cc1ccccc1	28.9	2.0	-6.0	1.9	5.5	-8.3	1.3	21.1	0.3
Cn1ncc(Br)c1C(=O)NCc1cccs1	-11.1	5.0	12.5	0.9	-9.1	-1.9	19.8	-0.1	7.9
O=C1OCC(c2ccccc2)=C1c1ccc(S(=O)(=O)N2CCOCC2)s1	-1.6	2.0	3.1	1.3	-3.5	-5.6	-1.1	-1.3	5.6
CCCCn1c(N)nc2ccccc21	6.2	29.0	2.4	1.1	-2.1	0.6	6.4	-0.6	-4.9
CCN1C(=O)c2cccc3c(NC(=O)c4ccc(S(=O)(=O)N5CCOCC5)cc4)ccc1c23	4.0	-12.0	/	1.6	/	-4.0	-1.3	-11.8	-12.8
O=C(OCC(=O)N1CCN(C(=O)c2ccco2)CC1)c1cc(-c2ccc(Cl)c(Cl)c2Cl)nc2ccccc12	26.5	-9.0	-13.4	1.6	12.4	-2.3	8.0	-15.6	-33.8
COc1ccc(NC(=O)CCN2CC(C)OC(C)C2)c(OC)c1 (stereo not drawn)	/	/	-11.2	/	10.9	-3.9	/	/	-13.6
O=c1[nH]c(CN2CCCCC2)nc2c1C1(CCCCC1)Cc1ccccc1-2	4.5	-8.0	-0.5	0.9	4.2	-4.7	-0.9	-36.2	-24.9
O=C1C2ON(c3ccccc3)C(c3ccncc3)C2C(=O)N1c1ccccc1 (stereo not drawn)	1.2	6.0	0.6	1	-2.9	-4.3	1.0	14.7	0.7
Cc1cc(NCCN2CCCCC2)n2c(nc3ccccc32)c1C#N	8.5	2.0	5.5	1.4	-6.0	-4.1	5.0	-0.6	12.8
Cc1nc(N)nc(Nc2ccc(Cl)cc2)c1Br	26.7	-1.0	2.6	1	-1.6	-4.4	1.3	-3.1	23.9
CCOC(=O)CN1Cc2cccc(C(=O)O)c2C1=O	9.2	-5.0	4.8	1	-4.2	-1.2	-6.4	-10.3	9.1
COCCn1c(Cc2ccccc2)nnc1SCC(=O)N(C)C	3.1	0.0	3.4	0.8	-5.6	-4.7	17.9	-6.8	12.7
O=C(CSc1nnc(Cc2ccccc2)o1)NC1CC2CCC1C2 (stereo not drawn)	1.6	-1.0	-10.4	0.8	13.8	-2.1	-5.3	0.8	-2.4

An unsorted share of the library; overall some 7.1% were active at least once.
